# Compound activity: PubChem, National Center for Advancing Translational Sciences (NCATS)
# KCNH2 3.1 block: blocks the human KCNH2 3.1 channel isoform. U2OS KCNH2 3.1, thallium flux FluxOr; hits give low values. activity change, % (tested at about 1.8 µM). 0.95% of 340,000 active;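 active = maximum activity change below -70%; inconclusive = maximum activity change from -70% to -50%; inactive = maximum activity change above -50%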;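 also: thallium influx rate constant from kinetic fluorescence after stimulation buffer; % is scaled to controls: 0 for no effect and ±100 for the full control effect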
#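 We transduce U2OS cells with the mutant 3.1 virus, culture them overnight, load FluxOr with Red40 quencher for 45 min, then add stimulation buffer and read kinetically for 2 min to derive a normalized rate constant.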
# TCR act: activates T cell receptor signaling; primary human leukocytes, anti-CD3, IL-2 HTRF, 48 h; AID 504894; Potency, µM (series often up to 9.22 µM), for the others: at the highest dose activation of IL-2 secretion, usual class: activators; 330,000 tested, under 10 active; also: % of control where 0% means no effect
#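 Human primary leukocytes + a-CD3 beads + cpd, 48 hr; IL-2 in supernatant by HTRF (ex 320nm / em 665nm). No co-stimulatory signal supplied.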
# Mito fusion yeast: blocks mitochondrial division or promotes mitochondrial fusion | S. cerevisiae fusion-defective mutant growth rescue, CellTiterGlo 48 h | Potency, µM (titrated, usually from 46.1 µM), for inactives: top-dose growth rescue (activation), usual class: activators | 0.23% of 320,000 active;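 also: potency is read from the fitted curve at half-maximal effect; % of control where 0% means no effect; nearly all actives have a fitted effect of over 45% in size; temperature-sensitive fusion mutants such as fzo1-1 at 37 °C on non-fermentable ethanol glycerol medium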
#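 Read-out: ATP-based luminescence (CellTiterGlo, 10 min ambient) reporting growth of fusion-defective ts yeast after 48 hours at 37C on glycerol/ethanol YPEG medium in the presence of compound.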
# ELG1 repair inh: inhibitors of ELG1-dependent DNA repair in HEK293T cells. HEK293T ELG1-luciferase reporter, luminescence, 16 h; DNA damage induced by 5-fluorouridine. Potency, µM (top dose mostly 46.1 µM), without a hit: at the top dose activity change, negative = inhibition, hits mostly inhibitors. 2.3% of 330,000 active. AID 504467; also: potency is read from the fitted curve at half-maximal effect; % is scaled to controls: 0 for no effect and ±100 for the full control effect; nearly all actives have a fitted effect of over 55% in size
#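 Reporter activity after DNA damage by 5-fluorouridine is monitored. Compound-treated cells incubate 16 hr at 37 °C, then ONE-Glo is added for 30 min before luminescence reading.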
# USP2a inh: inhibitors of human ubiquitin-specific protease USP2a. Potency, µM (highest dose often 38.3 µM), inactives show at the top dose activity change, negative = inhibition, most hits filed as inhibitors. USP2 core, Ub-CHOP2 coupled fluorogenic reporter, 485/531. 0.01% of 330,000 active. O75604;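 also: potency is read from the fitted curve at half-maximal effect; plate controls were DMSO wells for no effect and full inhibition by NEM control for full effect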
#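 Cell-free coupled assay: 10nM USP2 core preincubated 30min RT with compound in Tris-HCl pH 8.0/CaCl2/CHAPS buffer, then 25nM Ub-CHOP2 and 25nM reporter substrate; fluorescence (Ex 485/Em 531) read after 60min RT, normalized to NEM inhibition, concentration-response curves fitted.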
# Eya2 inh: inhibitors of human Eya2 phosphatase activity. O00167. recombinant Eya2, OMFP fluorescence dephosphorylation (OMFP is methylfluorescein phosphate). Potency, µM (highest dose often 76.9 µM), for the others: at the top dose activity, negative = inhibition, actives largely listed as inhibitors. 0.006% of 330,000 active; also: potency is read from the fitted curve at half-maximal effect; % is scaled to controls: 0 for no effect and ±100 for the full control effect
#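 Eya2 (0.2 uM) preincubated 10 min at ambient with compound, then OMFP substrate added at 50 uM; 10 min reaction in 50 mM HEPES pH 7.5, 50 mM NaCl, 5 uM MgCl2, 0.05% BSA, 1 mM DTT. Fluorescence read at Ex 485/Em 525 nm.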
# A-T KAP1 phos: potential ataxia-telangiectasia treatments restoring KAP-1 phosphorylation; […] A-T fibroblasts, KAP-1 phosphorylation AlphaLISA; neocarzinostatin DNA damage 30 min before lysis; Potency, µM (top dose mostly 57.5 µM), inactives show at the top dose activation, usual class: activators; 0.19% of 320,000 active; also: potency is read from the fitted curve at half-maximal effect; % of control where 0% means no effect; nearly all actives have a fitted effect of over 45% in size
#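 ATM-like activity read as KAP-1 phosphorylation via AlphaLISA donor/acceptor antibody pairs after lysis and 6 hr at 25C. Cells were ATM-null patient fibroblasts ([…], hTERT), dosed 60 min, then exposed to the DSB inducer NCS for 30 min.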
# hERG WT inh: KCNH2 (human, wildtype) channel inhibition; Q12809; U2OS, BacMam KCNH2, thallium flux FluxOr; hits give low values; activity change, % at 1.84 µM; 0.37% of 340,000 active;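 active = maximum activity change below -70%; inconclusive = maximum activity change between -70% and -50%; inactive = maximum activity change above -50%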; also: % is scaled to controls: 0 for no effect and ±100 for the full control effect
#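 U2OS cells transduced with wild-type KCNH2 virus are loaded with FluxOr dye for 45 min, and thallium flux is measured in kinetic reads before and after stimulation buffer. Rate constants are normalized to DMSO controls.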
# TSHR antagonist: blocks TSH signaling through the human TSH receptor | AID 504810 | activity change, negative = inhibition, % at 11.5 µM | 0.2% of 330,000 active | TSHR-expressing cells, TSH-stimulated cAMP HTRF, 2 h; hits give low values;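 active = activity change below a set negative limit, meaning inhibition stronger than a set level, cut at about -70% in these data; inconclusive = activity change between two set negative limits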; also: % is scaled to controls: 0 for no effect and ±100 for the full control effect
#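 Competitive HTRF cAMP read-out (cryptate anti-cAMP antibody, cAMP-d2; 30 min, room temperature) in freshly harvested TSHR cells. Compounds added before TSH at EC80 (4nM final), followed by 2 hours' incubation at 37 deg C.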
# TRPV1 ag: agonists of human vanilloid receptor 1 (TRPV1); Q8NER1; TRPV1-expressing cells, Fluo-8 calcium influx, agonist mode; activation, % at 8.33 µM; 0.19% of 320,000 active; AID 540275; in the data active = activation above about 80%; inconclusive = between about 30% and that limit; also: 0% is about no effect
# Target sequence (Q8NER1 whole entry, looked up): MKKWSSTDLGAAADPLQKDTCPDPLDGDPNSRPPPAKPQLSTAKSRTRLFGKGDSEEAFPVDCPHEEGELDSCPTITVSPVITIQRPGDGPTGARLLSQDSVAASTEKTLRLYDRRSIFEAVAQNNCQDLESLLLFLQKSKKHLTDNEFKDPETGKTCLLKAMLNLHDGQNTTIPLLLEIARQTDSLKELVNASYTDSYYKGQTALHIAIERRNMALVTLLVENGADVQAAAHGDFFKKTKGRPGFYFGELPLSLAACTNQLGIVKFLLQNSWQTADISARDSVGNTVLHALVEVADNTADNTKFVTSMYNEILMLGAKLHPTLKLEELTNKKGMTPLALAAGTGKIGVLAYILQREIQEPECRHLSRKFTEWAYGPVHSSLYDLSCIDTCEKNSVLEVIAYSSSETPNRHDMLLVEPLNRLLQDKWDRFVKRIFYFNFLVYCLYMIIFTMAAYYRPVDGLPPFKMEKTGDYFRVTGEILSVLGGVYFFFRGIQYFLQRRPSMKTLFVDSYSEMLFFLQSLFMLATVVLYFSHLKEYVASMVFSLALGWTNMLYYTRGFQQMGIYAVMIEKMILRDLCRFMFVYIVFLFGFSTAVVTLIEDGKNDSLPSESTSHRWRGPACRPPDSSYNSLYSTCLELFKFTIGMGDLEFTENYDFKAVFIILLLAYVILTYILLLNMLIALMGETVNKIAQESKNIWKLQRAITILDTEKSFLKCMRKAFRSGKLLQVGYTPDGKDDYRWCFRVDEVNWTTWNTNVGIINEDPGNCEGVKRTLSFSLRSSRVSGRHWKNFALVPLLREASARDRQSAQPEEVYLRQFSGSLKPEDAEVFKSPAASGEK
#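 Fluo-8 calcium influx in TRPV1-expressing cells, kinetic read (ex 480/em 520 nm). Compound added and read 3 min for agonist activity, followed by capsaicin at EC20 final and 2 min further read for enhancement.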
# * = called active by the depositor; i = inactive; u = inconclusive; x = not tested or not shown; [ ] = remark or other dose. Unless noted, calls follow the shape of the dose curve; as a rule, active = well fitted curve in the direction sought with a large enough effect; inconclusive = small, poorly fitted or top-dose-only effect, or another doubt; inactive = no such curve, though single readings can be large; an effect the other way counts as inactive or inconclusive.
Structure	USP2a inh	KCNH2 3.1 block	Mito fusion yeast	TRPV1 ag	A-T KAP1 phos	ELG1 repair inh	TSHR antagonist	TCR act	Eya2 inh	hERG WT inh
C[C@H](NC(=O)c1nc[nH]c1C(=O)N1CCc2ccccc2C1)C(=O)OC(C)(C)C	-2%	-20	u	7	u	u	7	7%	4%	-2
O=C(CSc1nccc(=O)[nH]1)NC1CCCCCC1	2%	-16	x	x	-6%	11%	3	0%[46.1 µM]	4%	1
COc1ccc(-c2n[nH]c(=S)n2Cc2ccco2)cc1	2%	-8	1%	-1	0%	4%	-8	5%	4%	0
O=C(CN1C(=O)c2ccccc2S1(=O)=O)NC(Nc1ccccc1F)C(Cl)(Cl)Cl (stereo not drawn)	0%	-21	-3%	1	-1%	4%	-14	-3%	-5%	-9
CC(C)c1nnc(N2C(=O)c3oc4ccccc4c(=O)c3C2c2ccco2)s1 (stereo not drawn)	1%	2	4%	4	-4%	4%	0	4%	-1%	1
O=C(O)c1nsc(Cl)c1Cl	1%	5	0%	-1	6%	0%	-4	-4%	18%	-11
COc1cccc(CNC(=O)COC(=O)c2cccc(S(=O)(=O)N3CCN(C(C)=O)CC3)c2)c1	-2%	14	-4%	-3	4%	22%	-1	4%	0%	3
COC(=O)[C@@H]1[C@@H](C#N)C2(c3ccccc3-c3ccccc32)N(c2ccc(Cl)cc2)N1C#N	0%	2	6%	7	10%	-20%	-5	-4%[46.1 µM]	2%	-7
CN1CCN(S(=O)(=O)c2ccc(Br)c3ccccc23)CC1	3%	-4	1%	3	-6%	-1%	-7	-2%	1%	4
Nc1c(-c2ccccc2)cnn1-c1cccc([N+](=O)[O-])c1	1%	-5	1%	x	-4%	u	-9	3%	7%	-7
C=CCn1c(C)cc(C(=O)COC(=O)[C@@H](NC(=O)c2ccccc2Cl)C(C)C)c1C	-1%	14	-2%	-2	-9%	u	17	5%[46.1 µM]	-2%	6
c1ccc(Nc2nc(-c3ccncc3)cs2)cc1	-1%	16	-26%	-3	-4%	u	5	-4%[46.1 µM]	7%	-3
CCc1nc2ccc(C(=O)N(C)CC(=O)Nc3cccc(F)c3)cc2nc1CC	0%	-7	4%	13	-6%	-27%	-6	4%	-1%	17
Cc1nc(SCc2ccc(Br)cc2)[nH]c(=O)c1C	1%	16	24%	0	-5%	u	-5	-2%	5%	5
O=C(CCc1nnc2ccc(NCc3ccco3)nn12)N1CCCCC1	4%	10	-1%	-1	-6%	14%	2	-5%	0%	8
COc1ccc(NC(=O)c2ccccc2NC(=O)c2ccco2)cc1	2%	23	-5%	27	10%	21%	-5	4%	6%	2
COc1ccccc1/C=N/NC(=O)CN(C1=NS(=O)(=O)c2ccccc21)c1ccccc1	-9%	-2	21%	-1	8%	17%	34	-7%[46.1 µM]	4%	8
CC(=O)Nc1ccc(C(=O)NNC(=O)c2cc([N+](=O)[O-])cc([N+](=O)[O-])c2)cc1	-2%	18	1%	1	-2%	4%	4	9%	0%	11
CN1/C(=C\C=N\NC(=O)c2cccnc2)C(C)(C)c2ccccc21	-4%	17	3%	-1	-9%	u	-8	-2%	-3%	16
CCCCc1ccc(NC(=O)CC(C)=O)cc1	-1%	2	7%	8	2%	u	-3	-1%	0%	-7
CCC(=O)Nc1cccc(-c2nnc(SCC(=O)c3ccccc3)n2C)c1	-1%	-91*	0%	12	7%	u	-6	x	-2%	0
CC(C)(C)NC(=S)NC1CC1	1%	-3	-1%	0	0%	-16%	-1	-4%	9%	4
CCOC(=O)Cc1csc(NC(=O)CCSc2ccccc2)n1	0%	-6	-2%	-1	0%	-3%	-10	1%	3%	-5
COc1ccccc1CC(=O)Nc1ccc(Cl)cc1C(=O)O	1%	2	2%	1	3%	-1%	-10	0%	11%	2
Cn1c2c(c(=O)n(C)c1=O)C(c1ccc(Cl)cc1)C(C#N)=C(N)O2 (stereo not drawn)	1%	-4	-2%	-1	1%	-7%	-2	1%	6%	-2
Cc1nn(C)cc1[C@@H]1C[C@H]2CN(Cc3cccc(Cl)c3)C(=O)[C@]23CCCN13	0%	-8	-5%	-1	0%	-4%	12	-3%	19%	i
COc1ccc(C(=O)N/C(=C/c2ccco2)C(=O)NC2CCS(=O)(=O)C2)cc1 (stereo not drawn)	-10%	6	-6%	-6	4%	22%	12	-3%	-7%	3
O=S(=O)(c1ccccc1)c1nc(NCc2cccnc2)sc1Cl	8%	15	4%	3	8%	-1%	5	-1%	17%	-2
Cc1cc(CNC(=O)C(C)n2nc(C)c([N+](=O)[O-])c2C)c2ccccc2n1 (stereo not drawn)	1%	4	20%	-2	-4%	-6%	1	-1%	8%	13
Cc1cc2c(c(SCC(=O)NCc3ccccc3Cl)n1)C(=O)OC2	3%	7	2%	-6	4%	11%	-27	-1%	-4%	-2
CCOc1ccc(S(=O)(=O)NCCC(=O)N2CCN(c3ccccc3O)CC2)cc1	-1%	0	2%	1	3%	u	-4	1%	4%	-1
O=C(Nc1ccc(C(=O)N2CCCC2)cc1)c1ccc(F)cc1Cl	1%	-10	0%	-1	1%	11%	32	8%	4%	-5
C=CCSc1nc2ccccc2c(=O)n1Cc1ccccc1	-6%	-29	14%	23	32%	u	11	-2%	4%	4
O=C(O)c1cncc(Br)c1	-1%	-5	1%	-4	2%	-2%	-4	-10%	u	-11
CCn1ncc(/C=N\NC(=O)c2cc(-c3ccc(C)cc3C)nc3ccccc23)c1C	-6%	-10	0%	25	-3%	u	-2	13%	-26%	-10
CCNC(=O)c1ccccc1NC(=O)C1CC(=O)N(C(C)C)C1 (stereo not drawn)	-1%	7	-3%	1	5%	18%	-41	-1%	0%	8
C[C@H](Nc1ncnc2sc3c(c12)CCC3)C(=O)O	0%	-1	-3%	-1	0%	0%	-2	-5%	2%	-10
CCOC(=O)Cn1ccc(NC(=O)COc2ccc(F)cc2F)n1	4%	-17	2%	2	19%	28%	-1	3%	-9%	-7
COc1ccc(C(=O)CSc2nnc(NC(=O)C3CC(=O)N(c4ccccc4)C3)s2)cc1 (stereo not drawn)	0%	22	-7%	3	3%	-8%	-5	3%[46.1 µM]	1%	-3
Cc1n[nH]c(=S)n(/N=C/c2cccc([N+](=O)[O-])c2)c1=O	0%	-12	6%	x	-6%	-15%	-12	2%	-7%	-1
CCOc1ccc(NC(=O)COc2nsnc2N2CCOCC2)cc1	0%	-39	4%	-3	0%	-11%	-6	-1%	-12%	-4
CCc1ccccc1NC(=O)CNC(=O)CSC(=S)N1CCCC1	6%	3	-5%	-4	-3%	10%	6	1%	17%	4
Fc1ccc(C(CCNCc2cccs2)c2ccco2)cc1 (stereo not drawn)	10%	2	-2%	12	1%	-6%	1	-1%	16%	14
Cc1ccc(-c2ccc(CCC(=O)O)n2CC2CCCO2)cc1 (stereo not drawn)	-1%	8	6%	2	-1%	-3%	-10	-3%	3%	2
O=C1N/C(=C/c2cccn2-c2ccc(F)cc2)C(=O)N1Cc1ccccc1	1%	1	2%	1	-5%	u	6	x	-30%	3
Cc1c(NS(=O)(=O)c2cccs2)cccc1-c1nc2cccnc2s1	0%	-87*	21%	1	-4%	u	-5	3%	1%	-3
CN(Cc1ccccc1)C(=O)c1nc2ccccn2c1CN1CCc2sccc2C1	4%	3	13%	17	-2%	u	1	12%	-7%	-7
CC(NC(=O)NC(=O)c1ccc(F)cc1)C1CC1 (stereo not drawn)	7%	-3	x	x	8%	u	x	4%	-17%	-6
O=C(NCCOc1ccccc1)c1n[nH]c(=O)c2ccccc12	0%	7	-1%	1	-6%	23%	12	4%	12%	13
O=C(O)c1ccc2c(c1)C(=O)N(c1ncccn1)C2=O	2%	1	-13%	0	-16%	3%	7	-2%	2%	1
CCOC(=O)C1CCCN(C(=O)CSc2nnc3nc(C)cc(C)n23)C1 (stereo not drawn)	0%	0	x	x	3%	2%	x	0%	-26%	0

# Structures from the list above that have bromine:
Structure	USP2a inh	KCNH2 3.1 block	Mito fusion yeast	TRPV1 ag	A-T KAP1 phos	ELG1 repair inh	TSHR antagonist	TCR act	Eya2 inh	hERG WT inh
CN1CCN(S(=O)(=O)c2ccc(Br)c3ccccc23)CC1	3%	-4	1%	3	-6%	-1%	-7	-2%	1%	4
Cc1nc(SCc2ccc(Br)cc2)[nH]c(=O)c1C	1%	16	24%	0	-5%	u	-5	-2%	5%	5
O=C(O)c1cncc(Br)c1	-1%	-5	1%	-4	2%	-2%	-4	-10%	u	-11

# Only part of the results is shown; rates above refer to the full screens.
